PLC-beta3 inh = inhibitors of human phospholipase C beta3; Purified PLC-beta3, fluorogenic substrate, fluorescence; inhibition, % at 12.2 µM; 370,000 compounds, 0.18% hits; AID 720704; in the data active means inhibition above about 11%;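 further: 0% = median of compound wells on plate and 100% = full blocker control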
ASAP1 inh = ASAP1 ArfGAP inhibition; Q9ULH1; ASAP1-stimulated ARF1 GTP hydrolysis, GDP FP detection; inhibition, % at 16.5 µM; 360,000 compounds, 0.19% hits; in the data active means inhibition above about 25%;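 further: 0% = vehicle with enzyme and substrate and 100% = no enzyme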
ADAM10 inh = inhibitors of human ADAM10. AID 720582. inhibition, % at 7 µM. recombinant ADAM10, EDANS/DABCYL FRET peptide cleavage, 3 h. O14672. 370,000 compounds, 0.62% hits;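 active means inhibition above a per-campaign cutoff equal to the mean of compounds falling between control-based bounds plus 3 SD, cut at about 20% in these data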;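 further: 0% = DMSO wells while the 100% control is not disclosed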
Tn7 DDE FP = inhibitors of Tn7 peptide binding to human fibrin DD(E). FP displacement of FITC-Tn7 peptide from fibrin DD(E); 0% = median of compound wells per plate. inhibition, % at 8.3 µM. 370,000 compounds, 0.13% hits. AID 720508;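 active means inhibition above the mean of compounds falling within the control limits plus 3 SD of them, cut at about 14% in these data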;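 further: 0% = plate median of compound wells and 100% = 10 µM Aha-Tn7 peptide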
Target sequence (P02675 whole entry, looked up): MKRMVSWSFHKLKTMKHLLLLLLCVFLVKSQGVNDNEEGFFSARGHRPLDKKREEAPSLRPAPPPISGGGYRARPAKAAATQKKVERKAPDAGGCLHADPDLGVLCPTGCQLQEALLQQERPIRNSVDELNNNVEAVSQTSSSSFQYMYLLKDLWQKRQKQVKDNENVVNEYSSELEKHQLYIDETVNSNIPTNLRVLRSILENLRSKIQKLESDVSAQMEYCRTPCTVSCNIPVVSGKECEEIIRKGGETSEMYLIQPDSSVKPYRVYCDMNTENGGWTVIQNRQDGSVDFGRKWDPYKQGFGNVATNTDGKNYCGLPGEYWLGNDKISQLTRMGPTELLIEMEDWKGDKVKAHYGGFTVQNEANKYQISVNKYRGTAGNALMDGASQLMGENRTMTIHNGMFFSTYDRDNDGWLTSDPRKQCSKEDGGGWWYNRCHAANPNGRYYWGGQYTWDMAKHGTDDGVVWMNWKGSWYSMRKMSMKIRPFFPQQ
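Assay system: Human fibrin DD(E) protein | Medium: Tris buffer with calcium and detergent, pH 7.8 | Reagent: 0.1 µM fluorescent Tn7 | Compound dosing: Single point at 8.3 µM | Times: 10 min preincubation, 3 h with tracer, room temperature | Detection: Fluorescence polarization of the labelled Tn7 tracer | Controls: Aha-Tn7 high control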
PLCg1 inh = inhibitors of human phospholipase C gamma1; AID 720700; 370,000 compounds, 0.84% hits; inhibition, % at 12.2 µM; purified PLC-gamma1, fluorogenic substrate, fluorescence; in the data active means inhibition above about 9.5%
ADAM17 inh = inhibitors of human ADAM17; P78536; recombinant ADAM17, EDANS/DABCYL FRET peptide cleavage; inhibition, % at 6.95 µM; 370,000 compounds, 0.83% hits;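 active means inhibition above the mean of compounds lying between control limits plus 3 SD, set per campaign, cut at about 8.5% in these data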;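 further: 0% = DMSO-only wells as the low control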
DDE Tn6 FP inh = inhibitors of Tn6 peptide binding to human fibrin DD(E) | 370,000 compounds, 0.21% hits | inhibition, % at 8.3 µM | AID 720509 | Fibrin DD(E) TRITC-Tn6 fluorescence polarization displacement | P02675;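 active means inhibition above a per-campaign cutoff: mean of compounds within control limits plus 3 SD, cut at about 15% in these data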;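 further: 0% = median of all compound wells on the plate and 100% = blocking peptide control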
SIAE inh = human SIAE inhibition, primary screen; 370,000 compounds, 0.69% hits; SIAE FP-Rh probe binding, fluorescence polarization; inhibition, % at 9.66 µM;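 active means inhibition above a cutoff: mean of compounds within the control limits plus 3 SD of those, cut at about 17% in these data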;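 further: 0% = plate median of compound wells and 100% = probe without SIAE protein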
TDP2 inh = blocks human TDP2 phosphodiesterase activity; O95551; AID 720702; inhibition, % at 12.8 µM; recombinant TDP2, T5PNP hydrolysis, p-nitrophenol absorbance 415 nm; 370,000 compounds, 0.34% hits;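 active means inhibition above the mean of all tested compounds plus 3 SD, set per campaign, cut at about 25% in these data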;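 further: 0% = DMSO with enzyme and 100% = buffer with substrate but no TDP2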
Target sequence (O95551 whole entry, looked up): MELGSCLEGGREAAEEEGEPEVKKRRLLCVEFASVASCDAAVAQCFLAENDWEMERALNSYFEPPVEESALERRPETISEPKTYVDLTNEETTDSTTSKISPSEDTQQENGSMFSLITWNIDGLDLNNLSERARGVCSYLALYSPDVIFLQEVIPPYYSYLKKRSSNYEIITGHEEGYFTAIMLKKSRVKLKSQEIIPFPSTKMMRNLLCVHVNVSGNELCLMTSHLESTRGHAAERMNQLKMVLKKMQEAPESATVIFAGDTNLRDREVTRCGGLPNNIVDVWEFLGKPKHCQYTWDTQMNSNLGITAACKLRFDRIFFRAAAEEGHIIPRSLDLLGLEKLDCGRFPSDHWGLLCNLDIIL
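Material: recombinant human TDP2; quantity: TDP2 enzyme at 120 nM final; medium: Tris-HCl pH 7.5 with MgCl2; compound: single concentration, 12.8 µM nominal, with 1% DMSO; incubation: 2 h enzyme incubation at 37 °C; signal: epi absorbance; measure: percent inhibition; benchmarks: high control without enzyme, low control DMSO plus TDP2; repeats: singlicate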
ARFGAP1 inh = inhibits rat ARF GTPase activating protein 1; Q62848; Arfgap1-stimulated ARF1 GTP hydrolysis, GDP FP detection; 360,000 compounds, 0.26% hits; inhibition, % at 16.5 µM;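 active means inhibition above a per-plate limit, mean inhibition of low control wells plus 3 SD, cut at about 25% in these data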;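 further: 0% = DMSO wells with enzyme and 100% = wells lacking Arfgap1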
Target sequence (Q62848 1-136 limits assumed): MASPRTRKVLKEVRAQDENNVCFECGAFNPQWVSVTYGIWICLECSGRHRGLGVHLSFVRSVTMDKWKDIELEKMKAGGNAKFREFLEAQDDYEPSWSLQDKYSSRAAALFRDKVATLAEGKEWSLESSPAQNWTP
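Repeats: one replicate per compound; assay system: rat Arfgap1 catalytic domain, aa 1-136; times: enzyme reaction 120 min at 25 °C after 20 min preincubation; detection: FP of antibody-bound GDP Alexa 633 tracer, ex 620/em 688 nm; benchmarks: high control wells lacking Arfgap1, low control full reaction with DMSO; reagent: human ARF1(Δ1-17)-GTP substrate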
The depositor's hits bear a star; i = inactive; . = not tested or not shown.

SMILES | PLC-beta3 inh | ASAP1 inh | ADAM10 inh | Tn7 DDE FP | PLCg1 inh | ADAM17 inh | DDE Tn6 FP inh | SIAE inh | TDP2 inh | ARFGAP1 inh
CN(C)S(=O)(=O)c1ccc(-c2csc(N/N=C/c3ccc(O)cc3)n2)cc1 | -36.4 | 14.5 | -3.0 | 7.3 | -16.4 | -1.3 | 6.2 | 19.7* | -17.3 | 16.9
COC(=O)c1cc(C(=O)N2CCN(C(=O)c3ccco3)CC2)cc([N+](=O)[O-])c1 | -5.3 | 14.2 | -10.1 | -0.4 | -6.0 | -8.4 | -1.2 | -5.5 | -11.3 | -3.7
O=C1CSC(=Nc2ccccc2Cl)N1 | 6.0 | 4.2 | 0.1 | 2.4 | 1.2 | -1.4 | 2.4 | -0.8 | 5.8 | -1.8
CCOC(=O)c1nnn(-c2nonc2N)c1CN(CC)c1ccccc1 | 0.8 | 16.5 | 6.5 | -0.7 | -1.9 | 0.7 | -1.4 | 3.4 | 0.3 | -12.7
O=C1C=C(OCCF)CC(c2ccccc2C(F)(F)F)O1 (stereo not drawn) | 2.5 | -7.0 | 2.0 | -5.7 | 1.9 | -0.2 | -0.4 | -2.1 | -9.8 | 0.4
CCCOc1cc(CC(=O)NCc2ccco2)ccc1OC | -0.5 | -2.1 | -4.5 | 1.4 | -3.1 | -5.1 | -4.5 | 0.5 | -10.1 | -12.3
Cc1[nH]cc(Br)c(=O)c1Oc1ncc(C(F)(F)F)cc1Cl | 0.0 | -2.4 | -1.0 | 0.1 | 1.7 | -1.2 | 3.9 | -2.8 | 5.4 | 4.2
O=c1ccn([C@@H]2O[C@H](CNS(=O)(=O)c3csc(-c4ccno4)c3)[C@@H](O)[C@H]2O)c(=O)[nH]1 | -1.8 | -1.9 | -8.2 | -3.2 | 0.0 | -2.1 | 3.0 | 0.7 | -0.5 | -6.5
COc1ccc(OC)c(NC(=O)C2CCN(Cc3cnn(-c4ccccc4)c3-n3cccc3)CC2)c1 | -2.5 | -0.1 | -0.2 | 2.3 | 8.2 | 1.0 | -4.9 | 4.7 | -8.9 | -0.9
COc1ccc(CNC(=O)c2ccc(N3CCC4(CC3)CC(c3ccc(Cl)cc3)=NO4)c(NC(=O)c3ccccc3)c2)cc1 | -0.9 | -0.2 | 3.5 | -2.8 | 1.1 | -1.4 | -2.3 | -14.1 | -3.3 | -2.9
O=C(NC1CCCCCC1)c1cccs1 | 0.1 | 3.6 | -2.5 | -1.2 | 3.0 | -4.5 | 1.9 | 4.8 | 2.0 | -2.8
CCC(=O)c1ccc(OCC(=O)N2CCCC2)c(OC)c1 | 2.5 | 4.0 | -4.6 | -7.9 | -0.3 | -2.3 | 5.5 | 2.4 | -2.1 | 3.8
Cc1ccc(NC(=O)CSc2nc(=O)cc(N)n2-c2ccccc2)cc1 | -2.3 | 16.2 | 2.8 | 1.6 | -2.9 | -4.0 | -12.2 | -4.1 | 3.5 | 3.5
Cc1nn(CC(=O)NCc2cc3ccccc3[nH]2)c(C)c1[N+](=O)[O-] | -10.3 | -2.4 | -1.0 | -3.3 | -2.1 | 2.3 | 8.1 | -5.5 | -18.3 | 6.0
CCc1ccc(N(C(=O)c2snc(C(N)=O)c2N)C(C(=O)NCC2CCCO2)c2cccs2)cc1 (stereo not drawn) | -93.1 | -4.8 | -59.5 | 1.7 | -80.7 | -19.1 | -0.8 | 2.9 | -4.9 | 5.8
COc1cccc(C=Nc2ccccc2C(=O)Nc2nccs2)c1OC | i | 7.8 | i | 6.7 | i | -372.6 | -12.4 | -7.7 | 3.6 | 7.4
Cc1onc(-c2c(F)cccc2Cl)c1C(=O)Nc1c(C)n(C)n(-c2ccccc2)c1=O | 1.3 | -4.7 | -2.6 | 7.9 | 0.7 | 0.6 | -1.2 | 4.3 | 0.1 | -0.8
O=C(N/N=C/c1cccnc1)c1ccc2c(c1)OCO2 | -8.6 | -6.1 | -5.4 | 2.9 | 3.8 | 0.5 | 4.7 | 0.3 | -4.6 | -16.3
O=CN(/C=C1\Sc2ccccc2C1=O)Cc1ccccc1 | -22.9 | 2.2 | -47.4 | 8.3 | -11.1 | -11.6 | 2.1 | -19.3 | 1.9 | -6.8
O=C(Nc1ccccc1)N1CCC(n2c(=O)[nH]c3ccccc32)CC1 | 4.9 | 9.1 | -4.8 | -5.4 | 2.6 | 0.9 | 1.0 | 4.9 | 6.3 | 10.0
COc1cccc(/C=N/NC(=O)c2ccc([N+](=O)[O-])cc2Cl)c1O | 2.6 | -18.5 | 15.7 | 7.3 | 2.9 | 5.9 | 2.6 | 4.2 | -4.3 | -5.0
CS(=O)(=O)Nc1ccc(C2=NN(C(=O)c3ccco3)C(c3ccc(F)cc3)C2)cc1 (stereo not drawn) | -59.7 | 8.2 | -16.1 | -1.9 | -43.6 | -5.2 | -8.4 | 2.8 | -2.5 | 10.9
Cc1ccc(C(=O)c2no[n+]([O-])c2C(=O)c2ccc(C)cc2)cc1 | -4.4 | 5.0 | 9.8 | -1.6 | -3.0 | -4.5 | -5.2 | -3.8 | -17.2 | 0.1
COc1cc2c(cc1OC)C(C(=O)NCc1ccco1)C(c1cccs1)N(C)C2=O (stereo not drawn) | -0.9 | -10.8 | -4.2 | 7.0 | 0.3 | -1.9 | 1.3 | 5.1 | 3.6 | 1.6
CCN(CC)CCCNc1nc2ccccc2c2nc(-c3ccncc3)nn12 | -3.0 | 5.7 | -0.8 | -1.3 | -0.5 | -5.0 | 11.3 | -7.0 | 11.0 | -2.0
Cc1cc(C)c2nc(/N=C(\N)NC(=O)Nc3ccccc3)nc(C)c2c1 | -9.6 | -12.8 | -22.5 | -1.3 | -11.7 | -6.3 | 0.3 | -3.3 | 4.8 | -11.0
CCCCn1c(=O)nc2n(-c3ccccc3C)c3ccccc3cc-2c1=O | -82.1 | -2.6 | -219.1 | -8.1 | -81.4 | -55.6 | 4.1 | 7.2 | 3.2 | -0.7
Cc1ccc(CSCCC(=O)NCCC2=CCCCC2)cc1 | 1.0 | -2.8 | 5.0 | 0.7 | 0.9 | -0.2 | 0.6 | 2.8 | 3.1 | -0.1
CSCCC(NC(=O)COc1ccccc1)C(=O)N(C)Cc1cccc(F)c1 (stereo not drawn) | -1.2 | 0.6 | -5.1 | -1.7 | 4.8 | -4.6 | -0.9 | 4.7 | 9.2 | 3.9
COc1ccc(NC(=O)c2ccccc2OCc2ccc(F)cc2)c(OC)c1 | -18.7 | 10.0 | 11.8 | 3.3 | -3.5 | 2.5 | -0.4 | 3.3 | -8.3 | 16.2
Cc1ccc(Cn2c(S(=O)(=O)O)nc3ccccc32)cc1 | -1.5 | 3.4 | 2.2 | 4.0 | -4.3 | -1.0 | -1.0 | -2.2 | -3.8 | -1.0
CCCCCCCCN1C(=O)[C@@H](CC(=O)NCc2cccc(C(F)(F)F)c2)C[C@@]2(C(=O)OC)C1=C[C@H](COCc1ccccc1)O[C@@H]2C | -0.7 | . | 8.2 | -8.8 | 2.3 | 3.5 | 5.2 | -5.9 | -4.4 | .
COc1cccc(Nc2ccc(Nc3cccc(OC)c3)nn2)c1 | -7.0 | -6.3 | 7.8 | 3.8 | -5.5 | -2.7 | -4.7 | 16.1 | 5.1 | 8.6
Cc1c(C(=O)OC/C(O)=C(\C#N)c2nc3ccccc3[nH]2)oc2ccccc12 | -15.2 | 1.5 | 0.2 | -1.1 | -11.1 | -0.3 | -2.5 | -1.8 | 11.7 | -6.5
O=C(NCCc1ccccc1)C1CCCN(c2cnccn2)C1 (stereo not drawn) | -44.6 | 15.8 | -50.8 | -4.9 | -24.5 | -17.8 | -5.1 | -2.4 | -2.2 | -4.5
CCN(CC)S(=O)(=O)c1ccc2oc(C(=O)NCC3COc4ccccc4O3)c(C)c2c1 (stereo not drawn) | 0.9 | 7.8 | 13.9 | 6.2 | -0.4 | 5.3 | -0.2 | -8.9 | -11.0 | -6.7
CCCCC1CCC(C(=O)NC2CCS(=O)(=O)C2)CC1 (stereo not drawn) | -0.4 | 7.1 | -4.9 | 0.6 | 0.2 | -4.0 | -12.9 | -3.2 | 7.8 | -4.4
COc1ccc(-c2ccc3c(c2)c(Sc2ccccc2)c(-c2ccccc2)n3C)cc1 | -0.1 | -6.6 | -5.5 | 0.0 | 1.8 | -4.8 | 2.2 | 12.1 | 11.9 | -8.3
CCCn1c(SCC(=O)NC(=O)Nc2ccc(C)cc2C)n[nH]c1=O | 3.0 | 2.1 | 1.1 | -5.8 | 0.4 | -3.3 | 13.1 | -2.4 | 3.3 | -12.2
CCC(C)c1ccc(NC(=S)Nc2ccc(OC)cc2)cc1 (stereo not drawn) | 3.5 | -4.9 | 2.2 | 4.2 | 0.9 | -0.6 | 3.4 | -0.3 | -17.1 | -13.1
COCCCNC(=O)CCCn1c(=O)[nH]c2ccccc2c1=O | 0.0 | -11.0 | -12.1 | 2.2 | -0.1 | -8.0 | 2.9 | 2.0 | -3.1 | 4.8
CNC(=O)C(NC(=O)CNC(=O)c1ccc(Cl)cc1)C(C)(C)C (stereo not drawn) | 3.8 | -5.7 | -5.5 | 0.2 | -2.1 | -1.1 | 1.0 | -4.0 | -1.4 | -10.4
Cc1nnc(N2C(=O)c3oc4ccccc4c(=O)c3C2c2ccco2)s1 (stereo not drawn) | -12.4 | -16.7 | -24.5 | 3.1 | -6.5 | -7.3 | -6.3 | -6.7 | 8.8 | 8.6
COCc1cc(/C=N\NC(=O)COc2ccc(Cl)cc2)ccc1OC | 1.3 | -5.8 | -6.2 | -5.0 | -2.1 | -6.2 | -3.0 | -3.4 | -4.1 | 4.5
CC1(C)COC(c2cccc(C3=NC(C)(C)CO3)n2)=N1 | 1.7 | 10.1 | 1.6 | -9.4 | 0.1 | -1.2 | -7.4 | 7.2 | -5.1 | 12.3
CCC1(c2ccc(F)cc2)NC(=O)N(CC(=O)N2c3ccccc3NC(=O)C2(C)C)C1=O (stereo not drawn) | 0.6 | 7.1 | 5.0 | 1.8 | -1.3 | -2.6 | 1.6 | -1.1 | -11.3 | 17.5
COC(=O)CNC(=O)c1cc(OC)cc(OC)c1 | -2.9 | 10.3 | 5.9 | -0.8 | 3.3 | 0.3 | -1.9 | 2.8 | -5.4 | -7.7

Assay outcomes (PubChem BioAssay)
